IAP activation: activators of mouse IAP, confirmation, biochemical, luminescence, single concentration (AID 434970). purified mouse IAP, CDP-Star luminescence, 30 min; stronger effect = lower value. activity change, negative = activation, % at 10 µM. 2.9% of 11,000 active; in the data active = activity change below about -85%;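 also: percent relative to enzyme plus DMSO wells and wells without enzyme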
IAP activation Fold change: recorded beside IAP activation, whose call it bears; activation factor; measured here: IAP activation factor; stronger effect = higher value;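 fold luminescence change scaled to plate control wells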
* = called active by the depositor.

SMILES	IAP activation	IAP activation Fold change
Cn1cc(CN2CCC(C(=O)Nc3cccc(-c4cccc(F)c4)c3)CC2)cn1	-129*	2.3*
CCOC(=O)CSc1nnc2c(n1)C1(C)CCC2C1(C)C (stereo not given)	4	0.96
CC(Sc1ccc(Cl)cc1)C(=O)Nc1ccc(S(=O)(=O)N2CCOCC2)cc1 (stereo not given)	-7	1.1
O=C(NCCCNC(=O)C(F)(F)C(F)F)C(F)(F)C(F)F	6	0.94
CC(NC(=O)c1ccco1)c1ccc2c(c1)OCCO2 (stereo not given)	3	0.97
O=C(c1ccco1)N1CCN(Cc2nc3ccc([N+](=O)[O-])cc3c(=O)n2-c2ccccc2F)CC1	4	0.96
Cc1cc(C)c(S(=O)(=O)c2ccccc2)c(OC(=O)c2c(Cl)cc(Cl)cc2Cl)n1	10	0.9
O=Nc1c2nc3ccccc3n(O)c-2c2ccccc12	13	0.87
O=C(c1ccc2c(c1)OCO2)N(CC1CCCO1)C1(C(=O)NC2CCCCC2)CCCCC1 (stereo not given)	-6	1.1
COC(=O)C1=C(C)NC(C)=C(C(=O)OC)C1c1cc2ccc(C)cc2[nH]c1=O	-3	1
CCCc1cc(=O)[nH]c(-n2[nH]c3c(c2=O)CCCC3)n1	25	0.75
COc1ccc(-c2cn(-c3ccc(C)cc3)c(=O)n2CC(=O)Nc2ccc(OC)c(OC)c2)cc1	-16	1.2
O=C(OC1CCOC1=O)c1ccc(-c2nc3ccccc3s2)s1 (stereo not given)	6	0.94
CSc1nc(-c2ccco2)nn1C(=O)c1cccs1	6	0.94
CC(C)OC(=O)CC(=O)CSc1nc2c(cc1C#N)CCCCCC2	-15	1.1
Nn1c(Cc2ccccc2F)nnc1SCn1nnc2ccccc2c1=O	9	0.91
CCN([C@H](CO)CC(C)C)S(=O)(=O)c1ccccc1	-9	1.1
CCOC(=O)CN(C(=O)CSc1nnc(CNc2ccc(C)cc2C)n1CC)c1ccccc1	2	0.98
COc1ccc(-c2noc(CCC(=O)N3CCN(c4ccccc4Cl)CC3)n2)cc1	2	0.98
CC1(C)CC(=O)C2=C(C1)c1c(ccc3ccccc13)NC2c1ccc(Br)o1 (stereo not given)	9	0.91
N#Cc1c(C(F)(F)F)cc(-c2ccco2)nc1SCc1ccncc1	13	0.87
COc1ccc(CCNC(=O)c2cc(-c3ccccc3)c(N3CCOCC3)s2)cc1OC	-46	1.5
Clc1ccc(SCCOCCN2CCCCCC2)cc1	5	0.95
CCCC(=O)NCCc1nc2ccccc2n1C	-2	1
CCN(CC)CCNC(=O)c1nn(-c2ccc(C)cc2)c(=O)c2c1c1ccccc1n2C	5	0.95
Cc1oc(-c2ccccc2Cl)nc1CSCC(=O)NC1CCCC1	6	0.94
CCCOc1ccc(C(=O)NNC(=S)NC(=O)c2cc(-c3ccccc3)nc3ccccc23)cc1	-6	1.1
COc1ccc(N2C(=O)CC(N3CCN(C4CCc5ccccc5C4)CC3)C2=O)cc1 (stereo not given)	-12	1.1
CC(C)(C)c1ccc(S(=O)(=O)n2c(CN3CCOCC3)nc3ccccc32)cc1	0	1
O=C1CCCc2c1[nH]c1ccc(Cl)cc21	9	0.91
CC1OC(Nc2ccc(OC(F)(F)F)cc2)C(O)C(O)C1O (stereo not given)	-5	1.1
CCCCn1c(N)c(N(CC)C(=O)c2ccc3c(c2)S(=O)(=O)c2ccccc2C3=O)c(=O)[nH]c1=O	18	0.82
Cc1cc(NC(=O)c2ccc(S(=O)(=O)Nc3ccccc3)cc2)no1	7	0.93
COc1ccc(CC(=O)NC(C)(C)C)cc1S(=O)(=O)N1CCOCC1	-4	1
Cc1ccc(CNC(=O)CCS(=O)(=O)c2cccc3nsnc23)cc1	0	1
COc1cc(-c2noc(CCC(N)=O)n2)cc(OC)c1OC	12	0.88
Cc1cc(C)cc(-n2c(C)cc(/C=N/NC(=O)CSc3ncccn3)c2C)c1	-12	1.1
COc1cc2c(cc1OC)[C@@H](NC(=O)CCc1ccccc1)[C@H](O)C2	11	0.89
O=C(CSc1nc2[nH]ncc2c(=O)n1-c1ccccc1)c1ccc2c(c1)OCCO2	2	0.98
COc1ccc(N2CCN(C(=O)Nc3ccc(S(=O)(=O)N(C)C)cc3)CC2)cc1	-4	1
COC(=O)c1ccc2ncccc2c1	3	0.97
O=C(OCC1OC(n2ccc(=O)[nH]c2=O)C(O)C1OC(=O)c1ccccc1)c1ccccc1 (stereo not given)	6	0.94
CC(=O)Oc1ccc(-c2csc(Nc3cccnc3)n2)cc1	7	0.93
CCn1cc(Br)c(C(=O)Nc2ccc(Cl)c(Cl)c2)n1	-9	1.1
CCCCC(=O)NC(=S)Nc1cccc(NC(=O)CC)c1	5	0.95
C[C@@H]1CN([C@H](C)CO)C(=O)c2cc(NC(=O)Nc3ccc(F)cc3)ccc2O[C@H]1CN(C)C(=O)Nc1ccc(C(F)(F)F)cc1	-57	1.6
COc1cccc(Oc2ccc(N)cn2)c1	14	0.86
CCCN1C(=O)/C(=C/C=C2\N(CC)c3ccccc3C2(C)C)SC1=S	34	0.66
Cc1ccc(S(=O)(=O)NC(Cc2c[nH]c3ccccc23)C(=O)O)cc1 (stereo not given)	2	0.98
O=C(CSCc1ccco1)c1ccc(Cl)s1	34	0.66
COc1cc2c(c(OC)c1OC)C(c1ccccc1C)CC(=O)O2 (stereo not given)	-7	1.1
O=C(NN1C(=O)CSC1=S)C(=O)NN1C(=O)CSC1=S	92	0.083
CC(Sc1ccc(Br)cc1)C(N)=O (stereo not given)	5	0.95
C=CCn1c(=O)/c(=C/c2ccc(C)o2)s/c1=C(/C#N)C(=O)c1ccccc1	35	0.65
COc1cccc(NC(=O)Nc2cc(Cl)ccc2C)c1	-41	1.4
CCOC(=O)c1c(C=O)c(C)n(Cc2ccc(C)cc2)c1C	-2	1
Cc1nc2ccccc2nc(C)c1=NO	10	0.9
O=C(O)c1cc([N+](=O)[O-])ccc1C(=O)Nc1ccccc1	3	0.97
Cc1nnsc1SC(C)C(=O)O (stereo not given)	0	1
Cc1ccc(C(=O)Nc2ccccc2Oc2ccccc2)cc1[N+](=O)[O-]	11	0.89

5 neighbouring records already listed, for reference:
SMILES	IAP activation	IAP activation Fold change
COc1cc2c(c(OC)c1OC)C(c1ccccc1C)CC(=O)O2 (stereo not given)	-7	1.1
O=C(NN1C(=O)CSC1=S)C(=O)NN1C(=O)CSC1=S	92	0.083
CC(Sc1ccc(Br)cc1)C(N)=O (stereo not given)	5	0.95
C=CCn1c(=O)/c(=C/c2ccc(C)o2)s/c1=C(/C#N)C(=O)c1ccccc1	35	0.65
COc1cccc(NC(=O)Nc2cc(Cl)ccc2C)c1	-41	1.4

Next part:
SMILES	IAP activation	IAP activation Fold change
COC(=O)C1=C(C)NC2=C(C(=O)C(C(=O)OC)C(c3ccc(OC)cc3)C2)C1c1ccccn1 (stereo not given)	-7	1.1
Cc1ccc(-n2ncc(C(=O)O)c2C2CCN(C(=O)OC(C)(C)C)CC2)cc1	-5	1.1
Cc1cc(-c2ccccc2)[nH]c(=O)c1S(=O)(=O)c1ccc(Cl)cc1	12	0.88
C#CCOCCOCCOCCNc1nc(N2CCN(C(=O)CCCCCCCCCCNC(=O)[C@@H](CCSC)n3cc(CCO)nn3)CC2)nc(N2CCN(C(=O)CCCCCCCCCCNC(=O)[C@H](CCCN=C(N)N)n3cc(C[C@@H](C)CC)nn3)CC2)n1	-761*	8.6*
O=c1c(-c2c(O)cc(O)c3c(=O)cc(-c4ccc(O)cc4)oc23)c(-c2ccc(O)cc2)oc2cc(O)cc(O)c12	65	0.35
COc1ccc(-c2noc(CN(C)S(=O)(=O)c3ccc(C)cc3)n2)cc1	8	0.93
CC(c1nc2ccccc2c(=O)[nH]1)N1CCN(C)CC1 (stereo not given)	-2	1
CCN1/C(=C/C(C)=O)Sc2ccc(OC)cc21	7	0.93
O=C(Nc1ccc(-c2cn3ccsc3n2)cc1)C1CC1	-2	1
N#CC(C#N)=C(N)/C(C#N)=C/c1cc(O)c(O)c(O)c1	66	0.34
Cn1c(SCC(=O)N2CCCCCC2)nc2c([nH]c3ccccc32)c1=O	-9	1.1
Cc1cccc(NS(=O)(=O)c2ccc(Oc3ccccc3)cc2)n1	5	0.95
O=C1CN=C(Nc2ccccc2)N1Cc1cccs1	3	0.97
O=S(=O)(NC1CCCCCCC1)c1cccs1	8	0.92
CCCCCCN(C(=O)CCCN1C(=O)NC(c2ccc(-c3ccccc3)cc2)C(C(=O)OCc2ccccc2)=C1C)C(C)C(=O)NCCCC (stereo not given)	-42	1.4
CC(O)c1nc2ccccc2n1Cc1nnc(-c2ccc(Cl)cc2)o1 (stereo not given)	14	0.86
CCCCC(CC)CNC(=O)CCS(=O)(=O)c1cccc2nonc12 (stereo not given)	9	0.91
Cc1cc(OCc2nn[nH]n2)c2c(C)c(CC(=O)O)c(=O)oc2c1	5	0.95
C[C@H](CO)N1C[C@H](C)[C@@H](CN(C)C(=O)Nc2ccc(C(F)(F)F)cc2)Oc2ccc(NC(=O)Nc3ccccc3)cc2C1=O	-72	1.7
CCC(C)NC(=O)c1cn(C)c(=O)c2cc(OC)c(OC)cc12 (stereo not given)	8	0.92

Quoted at random: 5 entries already listed
SMILES	IAP activation	IAP activation Fold change
Cc1cc(C)cc(-n2c(C)cc(/C=N/NC(=O)CSc3ncccn3)c2C)c1	-12	1.1
CC(C)OC(=O)CC(=O)CSc1nc2c(cc1C#N)CCCCCC2	-15	1.1
CC1(C)CC(=O)C2=C(C1)c1c(ccc3ccccc13)NC2c1ccc(Br)o1 (stereo not given)	9	0.91
COc1ccc(CCNC(=O)c2cc(-c3ccccc3)c(N3CCOCC3)s2)cc1OC	-46	1.5
O=C(O)c1cc([N+](=O)[O-])ccc1C(=O)Nc1ccccc1	3	0.97

The listing picks up, repeating the 2 entries before the break.
SMILES	IAP activation	IAP activation Fold change
C[C@H](CO)N1C[C@H](C)[C@@H](CN(C)C(=O)Nc2ccc(C(F)(F)F)cc2)Oc2ccc(NC(=O)Nc3ccccc3)cc2C1=O	-72	1.7
CCC(C)NC(=O)c1cn(C)c(=O)c2cc(OC)c(OC)cc12 (stereo not given)	8	0.92
O=C(CCCN1C(=O)/C(=C/c2ccco2)SC1=S)Nc1cccc(C(=O)O)c1	71	0.29
Clc1ccc(-c2nc3n(n2)Cc2ccccc2-3)cc1	6	0.94
CCCN1C2CCCC1CC(NC(=O)NC1CCCCC1)C2 (stereo not given)	3	0.97
CN(C)C(=O)CCc1ccc2c3c([nH]c2c1)[C@]1(C)[C@@H](C(=O)N2CCCCC2)C[C@H](CC(=O)NCc2ccco2)C(=O)N1CC3	-11	1.1
COc1ccc(C)cc1NC(=O)CCN1CCCC1	-4	1
CC(=O)Nc1ccc(S(=O)(=O)N2CCC(n3cnc4cc(F)ccc43)CC2)cc1	-10	1.1
CSc1ncccc1C(=O)OCn1nnc2ccccc2c1=O	4	0.96
S=C(Nc1ccc(Br)cc1)NC1CCCCC1	-71	1.7
O=C(Nc1ccccc1)Nc1cc(Cl)cc(Cl)c1	-241*	3.4*
N=c1c(-c2nc3ccccc3[nH]2)cc(C(=O)c2cccs2)nn1-c1ccc(Cl)cc1	12	0.88
COC(=O)C(C)Sc1nc2c(c(=O)n1-c1ccccc1)SCC2 (stereo not given)	12	0.88
O=S(=O)(c1ccc(Cl)cc1)n1ccc(-c2cccc(OCc3c(F)cccc3Cl)c2)n1	-3	1
Cc1cc(NC(=O)Nc2ccc(Cl)cc2)n(-c2ccccc2)n1	-107*	2.1*
CN(C)c1ccc(N/C=C/C(=O)c2ccco2)cc1	10	0.9
CCN(CC(O)Cn1c2ccccc2c2ccccc21)S(=O)(=O)c1ccc(C)cc1 (stereo not given)	-29	1.3
CCC(=O)Nc1ccc(C(=O)Nc2cc(C)on2)cc1	5	0.95
CCN(CCCNC(=O)CN(C)S(=O)(=O)c1cccc2nsnc12)c1cccc(C)c1	9	0.91
CCC(C)Nc1nc(OC(C(F)(F)F)C(F)(F)F)nc(OC(C(F)(F)F)C(F)(F)F)n1 (stereo not given)	5	0.95
O=C1C2CCCN2C(c2ccccc2)N1c1ccc(Cl)cc1 (stereo not given)	6	0.94
COc1ccc(OC)c(S(=O)(=O)n2ccnc2C)c1	0	1
COc1ccccc1C(=O)Nc1cccc(SC)c1	-12	1.1
CCCCCCC(NC(=O)Cc1ccc2ccccc2c1)C(=O)O (stereo not given)	-6	1.1
C=CCNC(=O)/C(=C/c1ccco1)NC(=O)c1ccc(Br)o1	9	0.91
CCCCC(c1nnnn1CS(=O)(=O)c1ccc(C)cc1)N1CCN(c2ccccc2)CC1 (stereo not given)	3	0.97
CCN(CC)CCNC(=O)c1ccc(NC(=O)Nc2cccc3ccccc23)cc1	-160*	2.6*
COC(=O)c1ccc(NC(=O)Nc2cccc(F)c2)cc1	-97*	2*
CCN1C2=C(C(=O)CCC2)C(c2ccc(O)cc2)C2=C1CCCC2=O	9	0.91
COc1ccc(NC(=O)N2CCN(c3cccc(C(F)(F)F)c3)CC2)cc1	-11	1.1
CCCNS(=O)(=O)c1ccc(OCC(=O)N2CCC(C(=O)OCC)CC2)cc1	3	0.97
O=C(Nc1nccs1)C1CC2CCC1C2 (stereo not given)	-1	1
COc1ccc(C(CCN2CCOCC2)c2c(OC)cc(OC)c3ccc(=O)oc23)cc1 (stereo not given)	-6	1.1
CC[C@]12c3[nH]c4ccc(Cl)cc4c3CCN1C(=O)[C@@H](CC(=O)NCC13CC4CC(CC(C4)C1)C3)C[C@@H]2C(=O)N1CCN(C(=O)c2ccco2)CC1	-10	1.1
CC[C@]12c3[nH]c4cc(-c5ccco5)ccc4c3CCN1C(=O)[C@@H](CC(=O)NCc1cccc(C(F)(F)F)c1)C[C@@H]2C(=O)N1CCN(C(=O)C2CC2)CC1	3	0.97
O=C(CN1CCCCC1)N1CCCc2c1c(=O)oc1ccc(OCc3ccccc3)cc21	0	1
C[C@@H]1C(c2cccc(Cl)c2)=NN(c2ccccc2)[C@H]1C(=O)N1CCOC1=O	-8	1.1

Assay outcomes: PubChem BioAssay, Sanford-Burnham Center for Chemical Genomics

Some of the compounds tested. The share of hits here may be higher or lower than overall.
